Abeta yeast res: qHTS for compounds that reverse cellular toxicity of Amyloid beta (A-beta) peptide in yeast: Primary Screen; yeast expressing A-beta42, growth rescue, OD600, 48 h; response scale: 0% DMSO, 100% iron-clioquinol control; Potency, µM (doses to about 46.1 µM), without a hit: at the highest dose growth rescue, actives largely listed as activators; 0.063% of 410,000 active; further: potency means the concentration at half of the fitted maximal effect; nearly all actives have a fitted effect of over 55% in size
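Yeast A-beta toxicity model in growth medium with pinned compounds, 48 h at 30 C; growth read as absorbance at 600 nm. Normalized to FeCl3/clioquinol equimolar mix (positive) and DMSO (negative).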
EPAC2 agonist: qHTS for Agonist of cAMP-regulated guanine nucleotide exchange factor 4 (EPAC2): primary screen. 0.079% of 360,000 active. EPAC2 activation, biochemical qHTS; response scale: 100% = 6.5 mM cAMP response. Rap guanine nucleotide exchange factor 4 (Homo sapiens), Q8WZA2. Potency, µM (highest dose often 154 µM), for inactives: at the highest dose activation, usual class: activators; further: potency means the concentration at half of the fitted maximal effect; nearly all actives have a fitted effect of over 50% in size
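Fluorescence exchange assay: 100 nM EPAC2 with 250 nM RAP1B-BODIPY-GDP and 50 uM GDP; compounds tested as a concentration-titration series (qHTS). Loss of Rap1-bound BODIPY-GDP fluorescence read at 480/540 nm; data normalized to 6.5 mM cAMP.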
D3 ag: qHTS of D3 Dopamine Receptor Agonist: qHTS | 0.58% of 410,000 active | AID 652048, 2013 | max activation, % | D3R DiscoveRx beta-arrestin cells, luminescence, 90 min; in the data active means max activation above about 30%; further: 0% is about no effect; mostly tested at two doses, the higher about 12 µM
Target sequence (P35462 whole entry, looked up): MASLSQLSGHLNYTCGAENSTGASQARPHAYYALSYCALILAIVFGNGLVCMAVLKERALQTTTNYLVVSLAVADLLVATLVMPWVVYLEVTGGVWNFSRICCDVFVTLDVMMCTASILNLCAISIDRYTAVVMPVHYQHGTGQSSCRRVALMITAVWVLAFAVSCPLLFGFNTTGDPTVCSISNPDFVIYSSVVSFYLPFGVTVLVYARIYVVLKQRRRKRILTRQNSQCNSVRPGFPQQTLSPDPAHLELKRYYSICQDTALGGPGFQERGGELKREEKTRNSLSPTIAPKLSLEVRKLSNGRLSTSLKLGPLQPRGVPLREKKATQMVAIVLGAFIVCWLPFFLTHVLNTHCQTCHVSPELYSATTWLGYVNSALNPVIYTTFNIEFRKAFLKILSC
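Cells at 1500/well, incubated overnight, then treated with pinned compounds (dopamine as control) for 90 min at 37 degrees C. DiscoveRx reagent added for 30 - 60 minutes at room temperature; luminescence read.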
TDP43 rescue: qHTS of TDP-43 Inhibitors; 1.8% of 410,000 active; TDP-43 expressing yeast growth rescue, BacTiter-Glo, 24 h; Potency, µM (titrated, usually from 46.1 µM), for inactives: at the highest dose growth rescue (activation), most hits filed as activators; AID 652104, 2013; further: potency means the concentration at half of the fitted maximal effect; % of control where 0% means no effect; nearly all actives have a fitted effect of over 50% in size
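Growth rescue of TDP-43-toxic yeast measured as ATP luminescence (BacTiter-Glo). Cells grown to mid-log in raffinose, induced in galactose at OD600=0.02, exposed to compound 24 hr at 30 deg C.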
EPAC2 antagonist: qHTS for Antagonist of cAMP-regulated guanine nucleotide exchange factor 2 (EPAC2): primary screen | Rap guanine nucleotide exchange factor 4 (Homo sapiens), Q8WZA2 | EPAC2 GEF exchange of Rap1B-BODIPY-GDP, fluorescence | 0.18% of 360,000 active | Potency, µM (titrated, usually from 114 µM), for inactives: at the highest dose activity, negative = inhibition, usual class: inhibitors | AID 720708, 2013; further: potency means the concentration at half of the fitted maximal effect; on the % scale 0 is the no-effect control and ±100 the full control effect; nearly all actives have a fitted effect of over 45% in size; many of its hits are not listed in these tables
FUS suppressor: qHTS for Suppressors of FUS Proteinopathy: Primary screen using FUS-linked yeast assay. S. cerevisiae FUS-expressing, growth rescue, OD600, 24 h. Potency, µM (titrated, usually from 76.6 µM), for inactives: top-dose growth rescue (activation), most hits filed as activators. 0.24% of 390,000 active. AID 1347120, 2019;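 further: potency means the concentration at half of the fitted maximal effect; plate controls were DMSO vehicle for no effect and reference control for full effect; nearly all actives have a fitted effect of over 55% in size; some results filed as inactive show a strong effect at the top dose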
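Absorbance at 600 nm, taken 24hr after compound addition, measured rescue of FUS-yeast growth at 30C. Induction used 2% galactose with seeding at OD 0.005. Controls: CP55940 from 92uM final, DMSO only.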
aSyn rescue: qHTS of alpha-syn Inhibitors; Yeast expressing alpha-synuclein, growth rescue, BacTiter-Glo, 24 h; Potency, µM (top dose mostly 46.1 µM), for inactives: at the highest dose growth rescue (activation), usual class: activators; 0.14% of 370,000 active; AID 652106, 2013; further: potency means the concentration at half of the fitted maximal effect; % of control where 0% means no effect; nearly all actives have a fitted effect of over 65% in size
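Galactose-induced alpha-syn yeast (OD600=0.02, raffinose-pregrown) + pinned cpd, 24 hr, 30 deg C; growth by BacTiter-Glo luminescence. Growth restoration scores as activation.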
D3 antag: qHTS of D3 Dopamine Receptor Antagonist: qHTS; max response, negative = inhibition, %; 2.5% of 360,000 active; D3R cells, DiscoveRx beta-arrestin luminescence, antagonist mode; hits give low values; AID 652054, 2013; in the data active means max response below about -50%; inconclusive means no clear call, values can overlap the other calls; further: on the % scale 0 is the no-effect control and ±100 the full control effect; mostly tested at two doses, the higher about 12 µM
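Cells expressing the human receptor were seeded at 1500 cells/well, incubated overnight at 37 degrees C in 5% CO2, then exposed to library compounds with dopamine controls for 90 minutes at 37 degrees C before luminescent detection.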
* = called active by the depositor; ? = inconclusive; . = no result given; [ ] = remark or other dose. Unless noted, the call rests on the fitted dose curve; in most records, active means well fitted curve in the direction sought with a large enough effect; inconclusive means small, poorly fitted or top-dose-only effect, or another doubt; inactive means no such curve, though single readings can be large; an effect the other way counts as inactive or inconclusive. An excerpt. The share of hits here may be higher or lower than overall.

Every second line gives: Abeta yeast res, EPAC2 agonist, D3 ag, TDP43 rescue, EPAC2 antagonist, FUS suppressor, aSyn rescue, D3 antag
> COc1ccc(-n2cnnc2SCC(=O)N(C)C2CCS(=O)(=O)C2)cc1 (stereo not given)
→ 5%, 9%, 1, 6%, 4%, 4%, -4%, ?
> CCN(C(=O)C1CCN(c2nc(-c3ccc(OC)cc3)no2)CC1)c1ccccc1
→ 12%, 14%, 5, ?, -5%, ?, 9%, -21
> Cn1c(-c2ccc(C=O)s2)nc2ccccc21
→ -7%, -1%, 6, -3%, 0%, 18%, -5%, 4
> Cc1ccc(OC(C)C(=O)N(C)Cc2ccccc2)c([N+](=O)[O-])n1 (stereo not given)
→ -7%, -1%, -9, 5%, 21%, -13%, 8%, 16
> COc1ccc(OCc2nnc(SC(C)C(=O)Nc3nccs3)n2-c2ccccc2)cc1 (stereo not given)
→ -4%, 5%, -5, 0%, 0%, 20%, -3%, -15
> CCOC(=O)c1sc2ncnc(N3CCN(C)CC3)c2c1C
→ -11%, 4%, 2, 7%, 1%, -25%, -6%, -14
> N/C(=N/S(=O)(=O)c1ccccc1)c1cccc([N+](=O)[O-])c1
→ -6%, 9%, 5, 13%, -6%, 14%, 6%, 3
> CC1CCc2nn(CC(=O)NCc3ccco3)cc2C1 (stereo not given)
→ 10%, 5%, 0, 5%, -4%, -28%, 1%, 2
> N#Cc1ccc(C(=O)Nc2ccc3c(c2)N(C2CCCC2)C(=O)c2ccccc2S3)cc1
→ -2%, ., -8, -17%, ., ?, ., .
> CC(NC(=O)/C=C/c1ccc(Br)cc1)c1ccc(Cl)cc1 (stereo not given)
→ -1%, 1%, -9, -4%, 5%, 5%, 2%, 0
> CCOc1ccc(C2N(c3cc(Cl)ccc3OC)C(=O)C3CCCN32)cc1OC (stereo not given)
→ -18%, 3%, -11, -9%, -7%, -15%, -13%, -17
> CN1OC[C@@H]2CN[C@H](c3cccc(-c4ccc(C#N)cc4)c3)C[C@@H]21
→ 7%, -1%, -6, 18%, 4%, 12%, -11%, -21
> O=S(=O)(Nc1ncnc2sc3c(c12)CCC3)c1ccc(Cl)s1
→ -22%, 2%, 1, ?, -15%, ?, -12%, ?
> COc1cccc(CNc2nc(NC(C)C)nc3ccsc23)c1OC
→ 9%, 8%, -10, 6%, -9%, -9%, -4%, 16
> Cc1c(Cl)c(C(=O)NNC(=S)Nc2ccccc2)nn1C
→ -5%, 1%, 2, 29%, 11%, 28%, -6%, 11
> CS(=O)(=O)N(CC(=O)NCCSCc1ccccc1)c1ccc2c(c1)OCO2
→ 0%, 9%, -10, 2%, -4%, 11%, 0%, 0
> Cc1ccc(C(=O)OCC(=O)Nc2c(C)n(C)n(-c3ccccc3)c2=O)cc1[N+](=O)[O-]
→ 8%, 2%, 1, -6%, 2%, 15%, 0%, 14
> Cc1ccc2occ(CC(=O)Nc3nnc(C(C)C)s3)c2c1
→ 11%, ., 3, 10%, ., 20%, ., .
> Cc1cccc(C(=O)N2CCCN(C(=O)c3cccc(C)c3)CC2)c1
→ 5%, 5%, -8, -11%, -1%, -9%, -3%, 0
> O=C(NCc1nnc2c(C(F)(F)F)cc(Cl)cn12)c1cccs1
→ -6%, 9%, 5, -1%, -3%, -1%, -4%, -8
> CCn1c(COc2ccccc2C)nnc1SCC(=O)CC(=O)Nc1ccccc1OC
→ 20%, 8%, -5, -4%, -6%, ?, -2%, -16
> CCCCn1c(N)c(N(C)C(=O)c2cccc(-n3cnnn3)c2)c(=O)[nH]c1=O
→ 10%, 13%, -1, 20%, 1%, -20%, -6%, 1
> Cc1ccccc1S(=O)(=O)NC(=O)C1(C)CCN1C(=O)COc1ccc(Cl)cc1 (stereo not given)
→ 4%, -1%, 6, 19%, 8%, -17%, 0%, 26
> CC(=O)C1=C(O)C(=O)N(c2ccc(O)cc2)C1c1ccc(F)cc1 (stereo not given)
→ 5%, 16%, -4, 1%, 16%, 7%, -2%, -6
> CCc1nnc(NC(=O)CCC(=O)Nc2ccc(Cl)cc2)s1
→ 11%, 2%, 3, 0%, 3%, -3%, -3%, 8
> Nc1nc(-c2ccco2)nn1S(=O)(=O)c1ccc(Cl)cc1
→ -7%, 4%, 0, 12%, -1%, -6%, -2%, -25
> O=S(=O)(c1ccccc1)c1nc(Cc2ccccc2)oc1N1CCOCC1
→ 7%, 7%, -10, -8%, -17%, 2%, -3%, -15
> O=C(c1ccccc1Cl)N(Cc1ccc(Br)cc1)N1C(=O)CCCC1=O
→ 11%, 12%, -3, 24%, -2%, 18%, 12%, -6
> O=C(Nc1cc(=O)[nH]c(=O)[nH]1)c1cc(Cl)ccc1Cl
→ 3%, 6%, -4, -5%, -7%, 9%, ?, -12
> OCC[C@H]1NCc2cc(CO)cc(-c3ccccc3)c21
→ -13%, 19%, -33, -11%, 17%, 13%, -4%, 0
> COc1ccc(/C(N)=N/OC(=O)N2CCOCC2)cc1
→ -40%, 13%, -5, -9%, 1%, 0%, -3%, -9
> Cc1ccc2sc(NC(=O)CN3C(=O)CCC3=O)nc2c1C
→ 1%, 4%, 3, 21%, -4%, 18%, 1%, ?
> Cc1ccc(S(=O)(=O)N2[C@@H](c3cccc(C)c3)C(C(=O)O)=C[C@H]2CC2CCCC2)cc1
→ -5%, -1%, -16, ?, -29%, 12%, -23%, 25
> O=C1c2ccccc2-c2ccc(C(=O)N3CCOCC3)cc21
→ 14%, -8%, 5, 13%, 12%, 8%, 7%, -11
> O=C(COc1ccc2cc(Br)ccc2c1)N1CCCC1
→ -27%, 12%, 1, 19%, -13%, 38%, -13%, -10
> COCCN1C(=O)N[C@@H](c2cccs2)C(C(=O)OC)=C1C
→ -6%, 2%, -6, 17%, 17%, -15%, ?, 10
> CC(=O)O[C@@H]1[C@H](OC(=O)CC(C)C)c2c(ccc3ccc(=O)oc23)OC1(C)C
→ -2%, 1%, 3, 18%, -19%, ?, -5%, 1
> CC(=O)Nc1ccc(NC(=O)COC(=O)C2CCC(C(C)(C)C)CC2)cc1 (stereo not given)
→ 6%, -2%, 5, 21%, 15%, ., 4%, 0
> C=CCNc1nc2c3ccccc3n(C(C)=O)c2s1
→ -89%[inhibitor], -3%, 0, -69%[inhibitor], 1%, 18%, -35%[inhibitor], -7
> CC(=O)Nc1ccc2c3c(ccc([N+](=O)[O-])c13)CC2
→ -10%, 14%, -8, -11%, 9%, 0%, -4%, -19
> CSCC[C@H](NC(=O)[C@@H]1CSC2c3ccccc3C(=O)N21)C(=O)N1CCC[C@H]1CO (stereo not given in full)
→ -15%, 6%, 4, 7%, 4%, 5%, 3%, ?
> CCCn1c2ccccc2c2nnc(SCC(=O)Nc3c(C)n(C)n(-c4ccccc4)c3=O)nc21
→ -17%, 7%, -5, -7%, -2%, 25%, 0%, 0
> O=Cc1c(N2CCCCC2)nc2ccccn2c1=O
→ 1%, -9%, -5, 0%, 4%, 1%, 8%, 9
> COc1ccc(C(=O)NCc2nnc(SCC(=O)c3ccccc3)n2C)cc1OC
→ -17%, 7%, 1, -17%, 19%, -2%, 3%, 25
> CC(=O)Oc1ccc(N2C(=O)c3cccc4c([N+](=O)[O-])ccc(c34)C2=O)cc1
→ -17%, 4%, -14, -8%, 8%, 30%, -9%, -100*

Looked up by structure from the entries so far:
Every second line gives: Abeta yeast res, EPAC2 agonist, D3 ag, TDP43 rescue, EPAC2 antagonist, FUS suppressor, aSyn rescue, D3 antag
> Cc1cccc(C(=O)N2CCCN(C(=O)c3cccc(C)c3)CC2)c1
→ 5%, 5%, -8, -11%, -1%, -9%, -3%, 0
> CCn1c(COc2ccccc2C)nnc1SCC(=O)CC(=O)Nc1ccccc1OC
→ 20%, 8%, -5, -4%, -6%, ?, -2%, -16
> Cc1ccc(OC(C)C(=O)N(C)Cc2ccccc2)c([N+](=O)[O-])n1 (stereo not given)
→ -7%, -1%, -9, 5%, 21%, -13%, 8%, 16
> CCN(C(=O)C1CCN(c2nc(-c3ccc(OC)cc3)no2)CC1)c1ccccc1
→ 12%, 14%, 5, ?, -5%, ?, 9%, -21
> O=C(Nc1cc(=O)[nH]c(=O)[nH]1)c1cc(Cl)ccc1Cl
→ 3%, 6%, -4, -5%, -7%, 9%, ?, -12
> COc1cccc(CNc2nc(NC(C)C)nc3ccsc23)c1OC
→ 9%, 8%, -10, 6%, -9%, -9%, -4%, 16

(cont.)
Every second line gives: Abeta yeast res, EPAC2 agonist, D3 ag, TDP43 rescue, EPAC2 antagonist, FUS suppressor, aSyn rescue, D3 antag
> Cc1ccc([C@H]2C(C(=O)O)=CC[C@@H](c3ccc(C)cc3)N2S(=O)(=O)c2ccccc2C)cc1
→ 6%, -4%, 1, ?, -11%, 2%, 2%, 2
> Cc1ccc(NC(=O)CC2Oc3ccccc3NC2=O)c(C)c1 (stereo not given)
→ -11%, 0%, -8, 15%, 8%, -20%, -1%, 2
> Cc1noc(C(F)(F)F)c1C(=O)NNC(=O)c1cccc(C(F)(F)F)c1
→ 10%, 2%, 1, 8%, 3%, 1%, -4%, 11
> O=C(Nc1c(C(=O)Nc2ccc(F)cc2)oc2ccccc12)c1cc2ccccc2o1
→ -5%, ., 8, 19%, ., -4%, ., .

Some entries already given, limited to EPAC2 antagonist:
SMILES | EPAC2 antagonist
Cc1ccc([C@H]2C(C(=O)O)=CC[C@@H](c3ccc(C)cc3)N2S(=O)(=O)c2ccccc2C)cc1 | -11%
Cc1ccc(NC(=O)CC2Oc3ccccc3NC2=O)c(C)c1 (stereo not given) | 8%
